From PubChem
HePTP inh – blocks human HePTP tyrosine phosphatase | inhibition, % at 20 µM | 110,000 tested, 0.64% active | P35236 | AID 521 | recombinant HePTP phosphatase activity, OD absorbance; in the data active = inhibition above about 50%;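 also: plate controls were vehicle for no effect and reference inhibitor for full effect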
Target sequence (P35236 whole entry, looked up): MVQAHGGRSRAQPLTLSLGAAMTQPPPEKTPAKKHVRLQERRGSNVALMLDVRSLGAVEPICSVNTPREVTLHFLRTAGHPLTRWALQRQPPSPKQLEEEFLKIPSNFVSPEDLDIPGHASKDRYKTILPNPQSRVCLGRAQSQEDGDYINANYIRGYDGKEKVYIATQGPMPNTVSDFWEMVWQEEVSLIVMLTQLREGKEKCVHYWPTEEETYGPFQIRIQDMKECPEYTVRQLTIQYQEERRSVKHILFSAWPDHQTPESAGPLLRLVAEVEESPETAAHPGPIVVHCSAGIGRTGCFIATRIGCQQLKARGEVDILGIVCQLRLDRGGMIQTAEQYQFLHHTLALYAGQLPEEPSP
BAP1 block – human BAP1 deubiquitinase inhibition. recombinant BAP1, Ub-AMC hydrolysis fluorescence kinetic; active compounds read low. Q92560. AID 436. 72,000 tested, 0.48% active. activity remaining (% of control), % at 20 µM;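 active = activity remaining at or below 50% of control, provided the compound also passes the data quality filters; inactive = the rest, including low values that fail the filters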;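 also: 100% = DMSO wells rate and 0% = substrate alone blank rate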
Target sequence (Q92560 whole entry, looked up): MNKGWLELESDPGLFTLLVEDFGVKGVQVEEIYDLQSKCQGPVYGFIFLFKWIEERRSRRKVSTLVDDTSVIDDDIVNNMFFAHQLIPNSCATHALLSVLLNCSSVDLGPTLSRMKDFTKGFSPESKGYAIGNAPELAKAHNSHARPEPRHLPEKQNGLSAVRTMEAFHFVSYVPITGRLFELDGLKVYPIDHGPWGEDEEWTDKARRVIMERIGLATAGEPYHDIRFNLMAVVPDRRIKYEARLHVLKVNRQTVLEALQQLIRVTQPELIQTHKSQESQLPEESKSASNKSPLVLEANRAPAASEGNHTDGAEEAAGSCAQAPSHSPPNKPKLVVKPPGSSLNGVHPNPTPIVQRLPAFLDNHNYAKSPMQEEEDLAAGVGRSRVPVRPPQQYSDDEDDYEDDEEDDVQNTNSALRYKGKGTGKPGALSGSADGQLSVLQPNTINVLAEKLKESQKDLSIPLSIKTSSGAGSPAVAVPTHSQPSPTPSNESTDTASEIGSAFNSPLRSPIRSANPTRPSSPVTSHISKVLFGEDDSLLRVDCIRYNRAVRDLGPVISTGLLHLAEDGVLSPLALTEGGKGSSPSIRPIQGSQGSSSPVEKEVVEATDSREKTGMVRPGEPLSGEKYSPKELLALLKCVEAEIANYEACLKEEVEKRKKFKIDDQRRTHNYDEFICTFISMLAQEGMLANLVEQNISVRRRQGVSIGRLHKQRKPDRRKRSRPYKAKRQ
Starred values were filed as active, the others as inactive; & = joins results of further samples.

Screening CCOc1ccc(C(=O)Nc2ccc3oc(-c4ccccc4C)nc3c2)cc1 returned HePTP inh 0.
O=C(Nc1ccccc1-c1ccccc1)c1ccc(Br)cc1 was read as HePTP inh 3.
COCCCn1c(SCC(=O)Nc2ccc(C(C)=O)cc2)nc2ccccc2c1=O was read as HePTP inh 5 and BAP1 block 97.
Screening COc1cc(Cl)ccc1NC(=O)c1c(O)c2ccccc2n(CC(C)C)c1=O returned HePTP inh -2.
For CCSc1nnc(NC(=O)c2ccccc2)s1 the results were HePTP inh 6 and BAP1 block 92.
COc1cc(SC)ccc1C(=O)N1CCc2ccccc21 was read as HePTP inh -5 and BAP1 block 102.
Screening Cc1cc(C(F)(F)F)nn1CC(=O)Nc1cccnc1 returned HePTP inh -4 and BAP1 block 90.
`CN1C(=O)/C(=C2\SC(=S)N(CC(=O)O)C2=O)c2ccccc21` gave HePTP inh 3.
Screening O=C(O)c1ccc(-n2c(O)c(/C=C3\C=Nc4ccccc43)sc2=S)cc1 returned HePTP inh 57*.
For CC(C)OCCCNC(=O)Cn1nc(-c2ccccc2)ccc1=O the results were HePTP inh -7 and BAP1 block 98.
`CC(=O)C12c3ccccc3C(c3ccccc31)C1C(=O)N(c3ccc(F)cc3)C(=O)C12` (configuration not stated) gave HePTP inh -2.
`O=C1NC(=S)S/C1=C/c1cccc(OCc2ccccc2)c1` gave HePTP inh -6.
Clc1c(-c2nnc3n2CCCCC3)sc2ccccc12 was read as HePTP inh -4 and BAP1 block 109.
Screening NS(=O)(=O)c1ccc(-c2ccc(/C=C3/SC(=S)N(C4CCCCC4)C3=O)o2)cc1 returned HePTP inh 16.
Screening COc1cc(C2NC(=S)NC(C)=C2C(=O)Nc2ccccc2)cc(OC)c1OC (configuration not stated) returned HePTP inh 6.
`CCCC(=O)Nc1cccc(-c2nc3ccccc3s2)c1C` gave HePTP inh 4.
CC1=C(C(=O)OC(C)C)C(c2ccc(Br)cc2)C2=C(CC(c3ccc(Cl)cc3)CC2=O)N1 (configuration not stated) was read as HePTP inh -5.
For CCOC(=O)c1cc2c(n(-c3ccccc3)c1=O)CCCC2=O the results were HePTP inh -11.
CCOc1ccc(NS(=O)(=O)c2ccc3[nH]c(=O)oc3c2)cc1 was read as HePTP inh -2 and BAP1 block 98.
Screening CC(=O)c1ccc(NC(=O)CCc2c(C)nc3ncnn3c2C)cc1 returned HePTP inh 9 and BAP1 block 87.
Cc1cccc(OCC(=O)O/N=C(\N)Cc2ccc(Cl)cc2)c1 was read as HePTP inh -15.
For Cc1noc(C)c1C(=O)OCC(=O)/C=C1\N(C)c2ccccc2C1(C)C the results were HePTP inh 7.
Screening O=C(OC(C(=O)NCc1ccc2c(c1)OCO2)c1ccccc1F)c1ccco1 (configuration not stated) returned HePTP inh 7 and BAP1 block 93.
Screening O=C(CSC1=NCCS1)n1c2c(c3ccccc31)CCCC2 returned HePTP inh 12.
`O=C(Nc1ccccc1)c1cccnc1Nc1ccccc1` gave HePTP inh 4 and BAP1 block 145.
Screening O=C(Nc1ccc(F)c(Cl)c1)c1cnccn1 returned HePTP inh 10.
Screening O=C(NC(Cc1ccc(OC(=O)OCc2ccccc2)cc1)C(=O)O)OCc1ccccc1 (configuration not stated) returned HePTP inh -6.
Screening CCOC(=O)c1c(N)n(CCOC(=O)c2cccs2)c2nc3ccccc3nc12 returned HePTP inh 9 and BAP1 block 684.
Screening CC1(C)CC(=O)C2=C(C1)c1c(ccc3ccccc13)NC2c1cn[nH]c1-c1ccccc1 (configuration not stated) returned HePTP inh 4.
For CSc1nc(C)c(CC(=O)c2ccc(Br)cc2)c(C)c1C#N the results were HePTP inh 1.
`CN1CCN(C(=O)c2cc3nc(-c4ccccc4)cc(C(F)(F)F)n3n2)CC1` gave HePTP inh 3&11 and BAP1 block 103.
`CCC(C)NC(=O)c1cnc2n(c1=O)CCS2` (configuration not stated) gave HePTP inh 12 and BAP1 block 110.
COCCCNC(=O)c1c(N)n(/N=C/c2ccccn2)c2nc3ccccc3nc12 was read as HePTP inh 9 and BAP1 block 71.
For Cc1nc2ccc(S(=O)(=O)NCC(=O)N3CCc4ccccc4C3)cc2s1 the results were HePTP inh 1 and BAP1 block 87.
Screening CCCCNC(=O)c1cc(-c2ccc(F)cc2)on1 returned HePTP inh 4 and BAP1 block 102.
`COC(=O)c1cc(NC(=O)COc2cc(C)c(Cl)c(C)c2)cc(C(=O)OC)c1` gave HePTP inh 6.
Cc1cc(C(=O)Nc2ccc(S(=O)(=O)N3CCCC3)cc2)cs1 was read as HePTP inh 10 and BAP1 block 121.
CN(C)c1ccc(/C=C/C(=O)c2ccc(Cl)cc2)cc1 was read as HePTP inh 4.
`COc1ccc(N(CC(=O)Nc2ccc(Cc3ccncc3)cc2)S(=O)(=O)c2ccccc2)cc1` gave HePTP inh -3.
Screening COc1cc(OC)cc(C(=O)N2CCCc3ccccc32)c1 returned HePTP inh 0 and BAP1 block 93.
`CCC(=O)Nc1cccc(C(=O)c2ccccc2)c1` gave HePTP inh -1 and BAP1 block 92.
CCCN(CCC)CCNC(=O)C1CCN(Cc2nc(-c3ccc(Cl)cc3)oc2C)CC1 was read as HePTP inh 8 and BAP1 block 107.
For CCCCNC(=O)c1cn(C)c2ccc(S(=O)(=O)N3CCOCC3)cc2c1=O the results were HePTP inh 4 and BAP1 block 57.
O=C1CC(C(F)(F)C(F)(F)C(F)(F)C(F)F)=Nc2ccccc2N1 was read as HePTP inh 7 and BAP1 block 91.
CCOc1ccc(C(NC(C)=O)c2ccc(OC)cc2)cc1 (configuration not stated) was read as HePTP inh -4.
For Cc1nc2c(CN3CCCCC3)c(O)ccc2[nH]1 the results were HePTP inh 0.
`CCc1ccc(S(=O)(=O)NCc2cn3ccsc3n2)s1` gave BAP1 block 76.
For Cc1nc(Nc2nc(O)cc(=O)[nH]2)nc2c(C)cccc12 the results were HePTP inh 103*.
CCOc1ccc2nc(NC(=O)c3cccc(Cl)c3)sc2c1 was read as HePTP inh -4.
`COc1ccc(CCNC(=O)C(C)OC(=O)c2ccco2)cc1OC` (configuration not stated) gave HePTP inh -14 and BAP1 block 95.
For COc1ccc(NC(=O)CN(c2ccc(C)c(Cl)c2)S(C)(=O)=O)cc1 the results were HePTP inh 4.
CC(C)Oc1ccccc1/C=C/c1nc(O)c([N+](=O)[O-])c(=O)[nH]1 was read as HePTP inh 1.
For COc1ccc(OC)c(-c2nc(-c3ccccc3)c(-c3cccs3)[nH]2)c1 the results were HePTP inh 8.
For COCC(=O)NC(C)c1nc2ccccc2[nH]1 (configuration not stated) the results were HePTP inh -9.
Screening O=C1CC(c2ccccc2)CC(O)=C1C=NC1CCCCC1 (configuration not stated) returned HePTP inh 5.
N/C(COc1ccc(C(=O)O)cc1)=N\O was read as HePTP inh 6 and BAP1 block 92.
Screening CCN(Cc1nc2ccccc2c(=O)[nH]1)Cc1cc(=O)oc2cc(C)c(C)cc12 returned HePTP inh 0 and BAP1 block 83.
CCN1CCN(C(c2cccs2)C(C)NC(=O)c2cccc(OC)c2OC)CC1 (configuration not stated) was read as HePTP inh 1 and BAP1 block 110.
`O=C(Oc1ccc(-c2ccccc2)cc1)N1CCCCC1` gave HePTP inh 6 and BAP1 block 91.
Cc1noc(C)c1S(=O)(=O)N(C)CC(=O)NCc1ccccc1 was read as HePTP inh -10 and BAP1 block 96.

By substructure, the compounds so far with a furan ring, fused or not (three)
Screening NS(=O)(=O)c1ccc(-c2ccc(/C=C3/SC(=S)N(C4CCCCC4)C3=O)o2)cc1 returned HePTP inh 16.
Screening O=C(OC(C(=O)NCc1ccc2c(c1)OCO2)c1ccccc1F)c1ccco1 (configuration not stated) returned HePTP inh 7 and BAP1 block 93.
`COc1ccc(CCNC(=O)C(C)OC(=O)c2ccco2)cc1OC` (configuration not stated) gave HePTP inh -14 and BAP1 block 95.

Sorted by SMILES length (lowest first): part of the list above
Cc1cccc(OCC(=O)O/N=C(\N)Cc2ccc(Cl)cc2)c1 was read as HePTP inh -15.
`CN1C(=O)/C(=C2\SC(=S)N(CC(=O)O)C2=O)c2ccccc21` gave HePTP inh 3.
Screening NS(=O)(=O)c1ccc(-c2ccc(/C=C3/SC(=S)N(C4CCCCC4)C3=O)o2)cc1 returned HePTP inh 16.

Reprinted at random: 2 compounds from above
Cc1noc(C)c1S(=O)(=O)N(C)CC(=O)NCc1ccccc1 was read as HePTP inh -10 and BAP1 block 96.
`COc1ccc(CCNC(=O)C(C)OC(=O)c2ccco2)cc1OC` (configuration not stated) gave HePTP inh -14 and BAP1 block 95.

(listing goes on)
Screening COc1ccc(C(=O)Nc2nnc(-c3ccco3)s2)cc1 returned HePTP inh 7.
Screening Cc1nc2ccccn2c1/C(O)=C1\C(=O)C(=O)N(CCN2CCOCC2)C1c1cccs1 (configuration not stated) returned HePTP inh -7 and BAP1 block 96.
Screening O=C(Nc1cccc2ccccc12)c1ccc(CN2CCOCC2)cc1 returned HePTP inh 6.
CCOC(=O)c1ncn2c1CN(C)C(=O)c1cc(F)ccc1-2 was read as BAP1 block 92.
CCOc1ccc(-c2nc(Cc3ccccc3OC)no2)cc1 was read as HePTP inh -8.
Screening CCCc1ccc(-c2nc(-c3ccc(F)cc3)no2)cc1 returned HePTP inh -3.
For O=C(O)c1cccc(-c2ccc(/C=C/c3cc(C(F)(F)F)[nH]c(=O)n3)o2)c1 the results were HePTP inh 2.
Screening Cc1cc(C)c(S(=O)(=O)N2CCN(c3nc4c(c(=O)n(C)c(=O)n4C)n3C)CC2)c(C)c1 returned HePTP inh 7 and BAP1 block 112.
Screening C#CCOc1ccc(/C=C2\C(=O)NC(=O)N(c3ccc(C)cc3)C2=O)cc1OC returned HePTP inh 4.
For COc1ccc(CC(=O)Nc2ccc(S(=O)(=O)Nc3nccs3)cc2)cc1 the results were HePTP inh 4.
`Cc1noc(NS(=O)(=O)c2ccc(NC(=O)c3ccc(Cl)s3)cc2)c1C` gave HePTP inh 6.
For Cc1c(CCNC(=O)Nc2ccccc2)c2ccccc2n1Cc1ccccc1 the results were HePTP inh 6.
O=C(Nc1ccc2c(c1)OCCO2)c1ccc(Br)cc1 was read as HePTP inh 7.
`C=CCOc1ccc(/C=C2\C(=O)N(CCOC)C(C)=C2C(=O)OCC)cc1` gave HePTP inh 4.
`COc1cc(S(=O)(=O)N2CCN(C(=O)c3ccccc3F)CC2)c(OC)cc1NC(C)=O` gave HePTP inh 5 and BAP1 block 109.
COc1ccccc1N1CCN(Cc2ccc(OC)c3ccccc23)CC1 was read as HePTP inh 9.
Screening C=CCOC(=O)C1=C(C)NC(C)=C(C(=O)OCC=C)C1c1ccc(O)cc1 returned HePTP inh -6&0 and BAP1 block 68.
For O=S(=O)(c1ccc(Cl)cc1)c1ccccn1 the results were HePTP inh 3.
For CC(=O)Oc1ccc(NC(=O)CN2C(=O)c3ccccc3C2=O)c(C)c1 the results were HePTP inh 3.
`COc1ccc(/C=C/c2ccc3ccccc3n2)cc1` gave HePTP inh 6.
`CCc1cc(C)cc(OCCOc2ccc(C=C3C(=O)NC(=O)NC3=O)cc2)c1` gave HePTP inh 17.
For O=C(CSc1n[nH]c(-c2ccco2)n1)N1c2ccccc2Sc2ccccc21 the results were HePTP inh -7 and BAP1 block 132.
Screening CCOc1ccccc1C(=O)Nc1cccc(OC)c1 returned HePTP inh -17.
Screening COc1cccc(/C=N/NC(=O)CC#N)c1 returned HePTP inh 8.

Structural class, the entries above with a CF3 group.
Screening Cc1cc(C(F)(F)F)nn1CC(=O)Nc1cccnc1 returned HePTP inh -4 and BAP1 block 90.
`CN1CCN(C(=O)c2cc3nc(-c4ccccc4)cc(C(F)(F)F)n3n2)CC1` gave HePTP inh 3&11 and BAP1 block 103.
For O=C(O)c1cccc(-c2ccc(/C=C/c3cc(C(F)(F)F)[nH]c(=O)n3)o2)c1 the results were HePTP inh 2.

Continuation.
For CN(C)c1cnn(-c2ccccc2)c(=O)c1N the results were HePTP inh -7.
Screening O=C1NCCN1Cc1cccc(Cl)c1 returned HePTP inh 3 and BAP1 block 112.
`COc1ccc(C2(CNC(=S)Nc3ccccc3)CCCC2)cc1` gave HePTP inh -18.
Screening O=C(Nc1ccncc1)c1ccc(C(=O)Nc2ccncc2)cc1 returned HePTP inh 4.
c1ccc(Nc2c3c(nc4ccccc24)CCC3)cc1 was read as BAP1 block 104.
For COc1ccc(NC(=O)C(F)(OC)C(F)(F)F)c(OC)c1 (configuration not stated) the results were HePTP inh 4 and BAP1 block 106.
For O=C(O)C(Cc1ccccc1)N1C(=O)/C(=C/c2ccc(Cl)cc2Cl)SC1=S (configuration not stated) the results were HePTP inh -5.
`Cc1ccc(NC(=O)c2ccc([N+](=O)[O-])o2)cc1C` gave HePTP inh 12.
`O=c1[nH]c(SCc2ccccc2Cl)nc2c1cnn2-c1ccccc1` gave HePTP inh -5 and BAP1 block 61.
`O=C(NN1C(=O)c2ccccc2C1=O)c1ccc(O)cc1` gave HePTP inh 0.
CN1CCN(C(=O)CN2C(=O)/C(=C/c3ccccc3Cl)SC2=S)CC1 was read as HePTP inh 4.
For O=C(COC(=O)c1ccccc1[N+](=O)[O-])c1ccc(F)cc1 the results were HePTP inh 2.
`CN(C)CCNC(=O)C12CC3CCC(CC(C3)C1)C2` gave HePTP inh 1.
CCCCCCOc1ccc(N2C(=O)CC(N3CCN(Cc4ccc5c(c4)OCO5)CC3)C2=O)cc1 (configuration not stated) was read as HePTP inh 7.
Screening Cc1nnc2n(-c3ccc(Cl)cc3)c(=O)c3c4c(sc3n12)CN(C)CC4 returned HePTP inh -3 and BAP1 block 92.
N#Cc1c(NC(=O)c2ccc(Cn3cc(Br)cn3)o2)sc2c1CCCCCC2 was read as HePTP inh 9.
`COCCN(CC(=O)Nc1cccc(C)c1)S(=O)(=O)c1ccc(S(=O)(=O)N2CCCC2)cc1` gave HePTP inh 0 and BAP1 block 86.
